inhibitors of VEEV: inhibitors of VEEV TC-83 cytopathic effect, confirmation, Vero cells (AID 588727); Vero cells, VEEV TC-83 cytopathic effect inhibition; higher % means a stronger effect; inhibition, % at 20 µM; hits with a dose series show IC50 in µM; actives 0.13% (n = 350,000); in the data active means a potency from the dose series; inconclusive means inhibition mostly from about 14% at the one dose, without a potency; inactive means the rest, 99 in 100 with inhibition below about 12%; further: strong numbers were not always called active
PhoP GFP inhibition: PhoP regulon inhibitors, Salmonella typhi PhoP promoter GFP reporter, confirmatory (AID 1850); Salmonella Typhi PhoP-promoter GFP reporter, fluorescence, 4 h; higher % means a stronger effect; one-dose inhibition, % at 50 µM; IC50 in µM for titrated hits; actives 0.33% (n = 310,000); in the data active means a potency from the dose series; inconclusive means inhibition mostly from about 25% at the one dose, without a potency; inactive means the rest, 99 in 100 with inhibition below about 19%;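 further: 0% = induced wells with vehicle and 100% = uninduced wells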
M. tuberculosis HTS: M. tuberculosis growth inhibition, HTS (AID 449762) | M. tuberculosis H37Rv growth inhibition, 7H9 media; higher % means a stronger effect | inhibition, % at 25 µM, or IC50 in µM where a hit was titrated | actives 0.59% (n = 330,000); in the data active means a potency from the dose series; inconclusive means inhibition above about 70% without an active follow-up result;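 further: bacterial growth assessed after seven days of incubation; strong numbers were not always called active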
influenza NS1A: NS1A inhibition, H1N1 influenza, cell based functional assay (AID 504329); NS1A functional cell-based assay, percent inhibition; higher % means a stronger effect; inhibition, % at 12.5 µM, or IC50 in µM where a hit was titrated; actives 0.3% (n = 340,000); in the data active means a potency from the dose series; inconclusive means inhibition above about 27% without an active follow-up result; further: strong numbers were not always called active
tuberculosis growth: growth inhibition of non-replicating M. tuberculosis (AID 488890) | Mycobacterium tuberculosis non-replicating, growth inhibition; higher % means a stronger effect | actives 0.39% (n = 320,000) | inhibition, % at 25 µM, or IC50 in µM where a hit was titrated; in the data active means a potency from the dose series; inconclusive means inhibition mostly from about 82% at the one dose, without a potency; inactive means the rest, 99 in 100 with inhibition below about 76%;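 further: plate controls were DMSO cells for no effect and high antibiotic wells for full effect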
inhibitors of VEEV 10K pilot screen: recorded beside inhibitors of VEEV, whose call it bears; inhibition, %; measured here: 10K pilot screen inhibition
* marks the source's active call; other numbers are inactive results; i = inactive; ? = inconclusive; . = not tested or not shown. No enrichment for hits; 1.5% or so of the library scored in one or more.

SMILES | inhibitors of VEEV | PhoP GFP inhibition | M. tuberculosis HTS | influenza NS1A | tuberculosis growth | others
COc1ccc(-n2ccc(-c3nn(-c4cccc(C(F)(F)F)c4)ccc3=O)n2)cc1 | 6.2% | 3% | 10% | -15% | -8%
CCOC(=O)N(c1ccccc1)P1(=S)OCC(C)O1 (centres undefined) | 0.5% | 2% | -10% | -7% | 1%
Cc1cc(C(=O)CN2C(=O)NC3(CCCC3)C2=O)c(C)n1-c1ccc2c(c1)OCO2 | 2.7% | -9% | -13% | 2% | -10%
COC(=O)CN(C#N)c1nc(C)cc(C)n1 | 0.9% | -12% | 2% | 3% | 5%
COc1ccccc1CCNS(=O)(=O)c1cc2c3c(c1)C(C)C(=O)N3CCC2 (centres undefined) | 0.9% | -13% | -4% | 6% | 20%
O=C(CC(=O)NC1CCCCC1)N/N=C/c1cccc2ccccc12 | 0.1% | -9% | -2% | 7% | -3%
Cc1ccccc1NC(=O)Cc1c[nH]c2ccccc12 | 3.6% | 3% | -4% | -2% | 24%
CCC(=O)Nc1c(-c2ccccc2Cl)c(=O)c2ccccc2n1C | 0.4% | -17% | -12% | -2% | -15%
Cc1ccc2c(c1)c1c3n2CCN(C(=O)CN2CCN(C)CC2)C3CCC1 (centres undefined) | i | 4% | -3% | 7% | 45%
CC(=O)N(CCN1CCOCC1)Cc1cc2cc3c(cc2nc1Cl)OCO3 | 2.4% | 0% | -3% | -5% | -1%
O=C(CNC(=O)C1CCCCC1)NCCCO | 0.2% | 0% | 2% | 8% | -8%
O=C(NN=C1CCCCCCC1)c1ccc2ccccc2n1 | 1.1% | 0% | ? | -17% | 3%
Cc1cc(O)c(C(C)C)cc1NC(=O)Nc1cc(Cl)ccc1Cl | 8.5% | . | . | 41% | .
Cc1ccc(Cl)c(N/C=C/C(=O)c2ccccc2)c1 | 2.3% | -8% | 7% | -12% | 57%
NNc1nc(Nc2ccccc2)nc(Nc2ccccc2)n1 | 8.7% | -2% | ? | -2% | 9%
CNc1c(NS(=O)(=O)c2cc(Cl)ccc2OC)c(=O)oc2ccccc12 | i | -4% | -2% | 6% | 4%
Cc1nccn1Cc1ccccc1 | 0.3% | 10% | 8% | -2% | 10%
O=C(Nc1cccc([N+](=O)[O-])c1)C1C2CCCCC21 (centres undefined) | 0.3% | 1% | 5% | -26% | 15%
CC(C)(C)C1CCc2onc(C(=O)NC3CCCC3)c2C1 (centres undefined) | i | -6% | 8% | -2% | 12%
O=C(c1ccccc1)n1c(=O)c(F)cn(COCCBr)c1=O | i | 13% | -1% | -10% | i
Cc1oncc1C(=O)Nc1ccc2ccccc2c1 | 5.8% | . | . | -9% | .
O=C(CCN1C(=O)c2ccccc2C1=O)NCCN1CCOCC1 | i | -7% | -6% | -3% | -5%
CCN(CC(=O)Nc1c(F)cccc1F)C(=O)CC1CCCC1 | i | 11% | -3% | -4% | -12%
C=CCN1C(=O)c2ccc(C(=O)N(CC)CC(=O)Nc3cc(Cl)ccc3C)cc2C1=O | 4.4% | -10% | 5% | -3% | 9%
COc1cc2c(cc1OC)CN(C(=O)CSc1nc(C)cc(C)c1C#N)CC2 | 8.2% | -2% | -8% | -4% | 1%
COc1ccc(C2(CNC(=O)/C=C/c3ccco3)CCCC2)cc1OC | i | -10% | 0% | -7% | 4%
Cc1sc2nc(CSCC(=O)Nc3ccc(N4CCOCC4)cc3)[nH]c(=O)c2c1C | 1.5% | -13% | -2% | 13% | 9%
CCOC(=O)c1c(-c2ccccc2)oc2ccc(O)c(CN3CCCC3)c12 | i | 7% | ? | -7% | 68%
CC(C)(Cc1ccc(O)cc1)NC(=O)CC(=O)N=Nc1c(O)[nH]c2ccc(Br)cc12 | 11% | 15% | -2% | -2% | 20%
O=C(c1ccccc1)N1CCCc2ccccc21 | 0.7% | 6% | 7% | 0% | 4%

The list goes on; it opens with the 4 that closed the last part.
SMILES | inhibitors of VEEV | PhoP GFP inhibition | M. tuberculosis HTS | influenza NS1A | tuberculosis growth | others
Cc1sc2nc(CSCC(=O)Nc3ccc(N4CCOCC4)cc3)[nH]c(=O)c2c1C | 1.5% | -13% | -2% | 13% | 9%
CCOC(=O)c1c(-c2ccccc2)oc2ccc(O)c(CN3CCCC3)c12 | i | 7% | ? | -7% | 68%
CC(C)(Cc1ccc(O)cc1)NC(=O)CC(=O)N=Nc1c(O)[nH]c2ccc(Br)cc12 | 11% | 15% | -2% | -2% | 20%
O=C(c1ccccc1)N1CCCc2ccccc21 | 0.7% | 6% | 7% | 0% | 4%
NC(=O)CC(NC(=O)Cc1ccc(Br)cc1)c1ccc(NCc2ccc(F)cc2)c([N+](=O)[O-])c1 (centres undefined) | i | 9% | 5% | -5% | 9%
O=C(O)Cn1c(O)c(C2=c3ccccc3=NC2=O)sc1=O | 3.7% | 6% | -7% | -1% | -8%
CC(C)(C)c1ccc(OCC(=O)NNC(=S)NC(=O)c2ccco2)c(Br)c1 | 8.6% | 1% | ? | -9% | ?
Cc1ccc(C(=O)CSC2=C(C#N)C(c3ccco3)CC(=O)N2)c(C)c1 (centres undefined) | 0.7% | 7% | -2% | -2% | 26%
CCCCC1=CC2=C(c3ccco3)C(=O)C(C)(OC(=O)c3ccc(OC)cc3)C(=O)C2=CN1CCCCO (centres undefined) | 1.7% | 1% | 7% | 2% | -1%
CCCn1c(=O)c(C(=O)NCc2ccccc2OC)c(O)c2ccccc21 | 2.9% | -2% | 4% | -1% | 4%
CCOc1ccc(C2NC(=O)NC(C)=C2[N+](=O)[O-])cc1OC (centres undefined) | 0.7% | 3% | 0% | -11% | 9%
COc1ccc(C)cc1NC(=O)CN(C)S(=O)(=O)c1ccc2c(c1)n(C)c(=O)c(=O)n2C | ? | -5% | -8% | 6% | -1%
CCCCCN(C(=O)CCC(=O)OCc1ccc(Cl)cc1Cl)c1c(N)n(CCCC)c(=O)[nH]c1=O | 2.8% | 3% | 16% | -2% | 12%
CC(NC(=O)CN(c1cccc(C(F)(F)F)c1)S(=O)(=O)c1ccc(Cl)c([N+](=O)[O-])c1)c1ccccc1 (centres undefined) | i | -3% | 4% | -1% | -5%
CCN(CC(=O)Nc1ccccc1OC)C(=O)CC1CC2CCC1C2 (centres undefined) | 2.3% | . | 4% | -11% | 16%
Cc1ccccc1C(=O)NNC(=S)NC(=O)c1ccc(Cl)cc1Cl | 1.7% | -4% | -4% | 1% | ?
Cc1ccccc1N1CCN(C2CCCN(C(=O)c3ccccn3)C2)CC1 (centres undefined) | i | -5% | 5% | 7% | 14%
CCCCC1=CC2=C(c3ccco3)C(=O)C(C)(OC(=O)c3ccc(OC)cc3)C(=O)C2=CN1C1CC1 (centres undefined) | 2.2% | 2% | 0% | 12% | 69%
O=C(c1ccc(N2CCOCC2)cc1)c1cccs1 | i | -18% | -8% | -21% | 15%
Cc1ccc(CSc2ccc(-c3cccs3)nn2)cc1 | 0.8% | 1% | 7% | 1% | 7%
COC(=O)C1=C(C)N=C2SC(C)C(=O)N2C1c1ccc(C(=O)OC)cc1 (centres undefined) | 1.0% | -4% | -6% | 17% | -27% | inhibitors of VEEV 10K pilot screen=1.1
CCOc1ccc(C2Nc3ccccc3C(CC)(CC)O2)cc1 (centres undefined) | i | -2% | -5% | -7% | 13%
Cc1cccc(-n2c(N)c(-c3nc4ccccc4n3C)c3nc4ccccc4nc32)c1 | 3.5% | 8% | 2% | -16% | 55%
CCOc1ccc(N=Nc2ccc(O)c3ncccc23)cc1 | 4.5% | 9% | ? | 4% | ?
COC(=O)[C@@H](NC(=O)Nc1cc(Cl)ccc1C)C(C)C | i | 4% | 3% | -33% | 6% | inhibitors of VEEV 10K pilot screen=0.1
CC(C)(C)n1nc2c(c1NC(=O)c1cccc(C(F)(F)F)c1)CS(=O)C2 (centres undefined) | i | 14% | -16% | 2% | -11%
CCOc1ccc(OCCC(=O)OCC(=O)NCCc2ccc(S(N)(=O)=O)cc2)cc1 | i | . | 0% | -2% | -3%
CCOC(=O)C1=CNS(=O)(=O)NC1c1ccc(C(F)(F)F)cc1 (centres undefined) | 1.6% | . | . | -21% | .
CN1CCCC(OC(=O)/C(C#N)=C/c2ccccc2)C1 (centres undefined) | 0.2% | 3% | -4% | 0% | -7%
Cc1cc(C)cc(OCC(=O)Nc2nc3ccc([N+](=O)[O-])cc3s2)c1 | 0.5% | -2% | 5% | 5% | 1%
CCOc1ccc(OCCC(=O)OCC(=O)N2CCN(S(=O)(=O)c3ccc(C)cc3C)CC2)cc1 | 2.0% | . | . | -1% | .
Cc1cc(-c2ccc(Cl)cc2)oc(=O)c1NC(=O)c1ccccc1 | i | 21% | -1% | 4% | -14%
COc1cccc(C(=O)N2CCC(CCC(=O)Nc3cccc(C)c3)CC2)c1 | 0.7% | 9% | -2% | -6% | -11%
COc1cc2c(cc1NC(=O)c1ccc(C)c([N+](=O)[O-])c1)oc1ccccc12 | 1.2% | 0% | -2% | -4% | -11%

Compounds listed so far containing two or more sulfur atoms, in the order listed:
SMILES | inhibitors of VEEV | PhoP GFP inhibition | M. tuberculosis HTS | influenza NS1A | tuberculosis growth | others
Cc1sc2nc(CSCC(=O)Nc3ccc(N4CCOCC4)cc3)[nH]c(=O)c2c1C | 1.5% | -13% | -2% | 13% | 9%
Cc1ccc(CSc2ccc(-c3cccs3)nn2)cc1 | 0.8% | 1% | 7% | 1% | 7%

New compounds follow
SMILES | inhibitors of VEEV | PhoP GFP inhibition | M. tuberculosis HTS | influenza NS1A | tuberculosis growth | others
Cc1occc1-c1nnc(SCC(=O)Nc2nccs2)n1Cc1ccco1 | 1.2% | 2% | -3% | 4% | 3%
NC(=O)c1cc2ccccc2o/c1=N\NC(=O)c1ccncc1 | 0.5% | -20% | 7% | 0% | -39%
COC(=O)CSc1cc(SCC(=O)OC)c(C#N)c(SCC(=O)OC)c1 | 1.5% | 1% | ? | -13% | ?
CC(C)[C@H](NC(=O)c1ccc(Cl)cc1Cl)C(=O)OCc1nc2ccsc2c(=O)[nH]1 | 1.7% | . | . | -8% | .
CC1=C(/C=N/Nc2ccc([N+](=O)[O-])cc2[N+](=O)[O-])C(C)(C)CCC1 | 0.4% | -5% | -3% | 15% | -11% | inhibitors of VEEV 10K pilot screen=0.0
Oc1ccc(Nc2nc(-c3ccc(O)cc3)cs2)cc1 | i | -13% | 5% | 3% | 11%
CC(=O)c1cc(C#N)c(N2CCN(c3ccccc3)CC2)nc1C | 1.8% | -1% | 1% | -3% | 2%
CN(C)S(=O)(=O)Nc1ccc(Oc2ccccc2)cc1 | 1.8% | 0% | -3% | -16% | 5%
Cc1cc(C)n(/N=C/c2ccc(C(C)C)cc2)c(=O)c1C#N | 7.3% | -1% | 3% | 6% | 43%
Cc1ccc(NC(=O)CNCC2CCCCC2)cc1S(=O)(=O)N(C)C | i | -17% | -13% | -22% | -18%
O=C(Cc1ccc(Cl)cc1)N1CCOCC1 | 0.3% | -2% | 2% | -1% | 8%
COc1ccc(Cl)cc1NC(=O)CN(C)CC(=O)NC(C)c1ccccc1 (centres undefined) | 2.9% | 5% | 5% | -3% | 38%
COCCCn1c(=O)cc(C)[nH]c1=S | i | 7% | -4% | 2% | -6%
CSc1nsc(SCC(=O)Nc2cc(C(=O)O)ccc2C)n1 | 2.1% | -26% | 13% | 2% | -6%
O=C(NCc1ccncc1)c1ccc(Br)o1 | 3.9% | 3% | 0% | -22% | .
CN(CCC#N)C(=S)Nc1ccc(F)cc1 | 3.3% | 10% | -2% | . | 3%
C=CCn1c(=S)[nH]c2sc3c(c2c1=O)CCC3 | 0.9% | . | . | -15% | .
CCC(C)(C)NC(=O)C(c1ccc(O)cc1)N(Cc1ccco1)C(=O)CCC(=O)Nc1ccccn1 (centres undefined) | 5.4% | -33% | 3% | 6% | 3%
CSc1ccc(S(=O)(=O)NCC(=O)OCC(=O)NCCc2ccccc2)cc1[N+](=O)[O-] | 1.6% | 3% | -3% | 5% | -12%
COC(=O)c1ccc(N/C=C/C(=O)c2ccccc2)cc1 | 2.6% | 9% | 1% | -2% | 10%
O=C(Nc1ccc(Cl)cc1)OCCn1nnnc1C(c1ccccc1Cl)N1CCOCC1 (centres undefined) | 6.0% | -7% | -1% | -4% | 10%
C=CCn1c(SCc2c(F)cccc2Cl)nnc1-c1ccco1 | 1.9% | -7% | 2% | -1% | 26%
CC1(C)CC(=O)C2=C(C1)N(c1ccc(Cl)cc1)C(=O)C2(O)C(F)(F)F (centres undefined) | i | 2% | -6% | -5% | -9%

Screening results as filed in PubChem BioAssay.
